# Casp1 inh = caspase-1 (human) inhibition, allosteric or competitive. AID 900. hit rate 0.03% among 75,000. Potency, µM (doses to about 57.5 µM), inactives show top-dose activity change, negative = inhibition, most hits filed as inhibitors. Caspase-1 enzyme, Ac-WEHD-AFC fluorogenic rate;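 further: potency means the concentration at half of the fitted maximal effect; plate controls were vehicle for no effect and no substrate for full effect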
# Luciferase inh = firefly luciferase inhibition; P08659; purified firefly luciferase, luminescence, 8 min; Potency, µM (series often up to 57.1 µM), for the others: at the highest dose activity change, negative = inhibition, usual class: inhibitors; hit rate 2.2% among 72,000; further: potency means the concentration at half of the fitted maximal effect; on the % scale 0 is the no-effect control and ±100 the full control effect; nearly all actives have a fitted effect of over 40% in size
#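 Here, luciferase activity is measured as luminescence following an 8 min room-temperature reaction at 10 uM ATP, pH 7.2. Every library sample is titrated.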
# Fluorescein autfl = compound autofluorescence in fluorescein spectral region; hit rate 0.91% among 59,000; Compound autofluorescence, 480/540 nm, fluorescein-equivalent; active compounds read high; max fluorescein-equivalent concentration, M; AID 593; in the data active means max fluorescein-equivalent concentration above about 10 nM; inconclusive means between about 1.1 nM and that limit
#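 First, buffer (100 mM Tris, pH 8.0) dispensed; second, compounds and fluorescein standards pinned in; third, 15 min room-temperature incubation; finally, imaging at ex 480 nm/em 540 nm. Fluorescence normalized against the six-point fluorescein curve.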
# Rhodamine autofl = compound fluoresces in the rhodamine spectral region | AID 594 | max dye-equivalent concentration, M | Rhodamine-region fluorescence, 547/598 nm, Tris buffer; active compounds read high | hit rate 0.05% among 59,000; in the data active means max dye-equivalent concentration above about 11 nM; inconclusive means between about 1.1 nM and that limit
#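 Compounds in 100 mM Tris buffer, pH 8.0, were incubated 15 min at room temperature, then read at 547 nm excitation and 598 nm emission. Fluorescence was normalized against a per-plate six-point rhodamine standard curve as dye-equivalent concentration.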
# Tau filament bind = binders of human tau filaments. P10636. recombinant tau filaments, thioflavin S fluorescence, 15 h; filaments grown with octadecylsulfate alongside compound. Potency, µM (top dose mostly 57.1 µM), without a hit: at the highest dose activity change, negative = inhibition. hit rate 2% among 71,000;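 further: potency means the concentration at half of the fitted maximal effect; on the % scale 0 is the no-effect control and ±100 the full control effect; actives lower thioflavin S fluorescence by blocking filaments or displacing dye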
# Target sequence (P10636 whole entry, looked up): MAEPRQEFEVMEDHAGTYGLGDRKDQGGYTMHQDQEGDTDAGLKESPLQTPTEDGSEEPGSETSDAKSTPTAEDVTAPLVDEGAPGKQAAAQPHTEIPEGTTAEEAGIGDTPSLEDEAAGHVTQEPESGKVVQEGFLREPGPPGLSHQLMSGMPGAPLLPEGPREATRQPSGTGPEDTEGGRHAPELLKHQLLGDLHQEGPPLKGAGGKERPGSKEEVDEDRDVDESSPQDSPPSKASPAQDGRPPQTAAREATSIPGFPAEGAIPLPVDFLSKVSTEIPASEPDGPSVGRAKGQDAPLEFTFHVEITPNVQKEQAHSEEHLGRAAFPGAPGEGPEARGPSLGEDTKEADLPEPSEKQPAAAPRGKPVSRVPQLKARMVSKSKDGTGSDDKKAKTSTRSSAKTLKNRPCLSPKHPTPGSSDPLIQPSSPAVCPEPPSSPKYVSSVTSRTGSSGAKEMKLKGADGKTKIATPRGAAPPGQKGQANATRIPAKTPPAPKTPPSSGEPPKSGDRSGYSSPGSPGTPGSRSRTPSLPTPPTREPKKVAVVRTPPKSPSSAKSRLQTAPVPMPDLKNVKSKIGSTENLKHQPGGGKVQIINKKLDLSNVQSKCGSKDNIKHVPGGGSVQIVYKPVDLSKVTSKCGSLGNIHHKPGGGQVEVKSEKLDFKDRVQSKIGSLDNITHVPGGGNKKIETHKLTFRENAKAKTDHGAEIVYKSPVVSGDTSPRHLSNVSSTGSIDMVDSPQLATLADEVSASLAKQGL
#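 His-tagged recombinant human tau (exons 2, 3 and 10 included), 1 uM, was induced to fibrillize by 30 uM sodium octadecylsulfate with compound present. After 15 h at 37 C, thioflavine S fluorescence (ex 450, em 510 nm) was read.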
# ERK AVP inh = vasopressin-driven ERK pathway inhibition | HEK293-V1b, vasopressin-stimulated pERK AlphaScreen | Potency, µM (series often up to 57.5 µM), inactives show at the highest dose activity, negative = inhibition, usual class: inhibitors | hit rate 0.99% among 72,000 | AID 995; further: potency means the concentration at half of the fitted maximal effect; on the % scale 0 is the no-effect control and ±100 the full control effect; nearly all actives have a fitted effect of over 55% in size
#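 Overnight-seeded V1b-HEK293 cells in 1% FBS got compound, then vasopressin (25 nM final, 5 min, 37C), then lysis buffer. AlphaScreen detection of phospho-ERK; activity normalized to basal and full-stimulation controls.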
# A350 fluor = compounds fluorescent in Alexa 350 spectral region | hit rate 11% among 59,000 | Compound autofluorescence, 340/450 nm, Alexa 350 dye-equivalents; active compounds read high | max dye-equivalent concentration, M | AID 590; in the data active means max dye-equivalent concentration above about 10 nM; inconclusive means mostly about 1.1 nM to 9.6 nM
# 4-MU autofl = 4-MU region autofluorescence; compound autofluorescence, 340/450 nm, 4-MU equivalents; active compounds read high; max dye-equivalent concentration, M; hit rate 11% among 59,000; AID 589; in the data active means max dye-equivalent concentration above about 10 nM; inconclusive means mostly about 1.1 nM to 9.6 nM
#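 Compounds in 100 mM Tris, pH 8.0, sat 15 min at room temperature before fluorescence was read at 340 nm excitation/450 nm emission; a per-plate six-point 4-MU standard curve converted signals to dye-equivalent concentration at each compound concentration.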
# HEK293 cAMP ctrl = parental HEK293 cAMP activation (counter-screen); parental HEK293 CNG cAMP sensor, membrane potential fluorescence; Potency, µM (series often up to 57.1 µM), inactives show at the top dose activation, usual class: activators; hit rate 2.5% among 73,000; AID 938; further: potency means the concentration at half of the fitted maximal effect; % of control where 0% means no effect; nearly all actives have a fitted effect of over 55% in size
#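 Parental HEK 293 cells stably expressing a modified CNG channel (no TSHR) report cAMP rise as membrane depolarization. Membrane potential dye with 100 uM RO 20-1724 was loaded for 60 min at room temperature, then compound added for 30 min; fluorescence read at 590 nm.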
# Casp7 inh = caspase-7 (human) inhibition, allosteric or competitive; P55210; hit rate 0.02% among 75,000; recombinant caspase-7, Ac-DEVD-AFC fluorescence rate; Potency, µM (titrated, usually from 57.5 µM), for inactives: at the top dose activity change, negative = inhibition, actives largely listed as inhibitors; active means well fitted inhibition curve with a large enough effect in the main read-out, with a control signal flat, not every such curve was filed as active; inconclusive means small, poorly fitted or top-dose-only effect, or a change in a side signal; further: potency means the concentration at half of the fitted maximal effect; % of control where 0% means no effect
# Target sequence (P55210 24-198 limits assumed): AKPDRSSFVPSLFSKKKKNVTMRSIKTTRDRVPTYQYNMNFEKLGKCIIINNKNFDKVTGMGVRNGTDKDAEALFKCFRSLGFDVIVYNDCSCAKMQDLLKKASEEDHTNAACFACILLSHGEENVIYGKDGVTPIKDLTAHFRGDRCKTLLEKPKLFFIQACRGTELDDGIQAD
# Target sequence (P55210 207-303 limits assumed): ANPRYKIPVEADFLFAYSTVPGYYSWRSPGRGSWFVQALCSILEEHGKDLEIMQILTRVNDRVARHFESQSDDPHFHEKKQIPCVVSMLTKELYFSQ
# Texas Red fluor = Texas Red region autofluorescence; Compound fluorescence, Texas Red channel, 547/618 nm; active compounds read high; max dye-equivalent concentration, M; hit rate 0.06% among 59,000; in the data active means max dye-equivalent concentration above about 10 nM; inconclusive means between about 1.1 nM and that limit
#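 Dye-equivalent concentrations come from scaling compound signal (ex 547, em 618 nm) to six Texas Red standard concentrations run on every plate, after 15 min room-temperature incubation in pH 8.0 Tris (100 mM).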
# An asterisk follows results filed as active; i = inactive; ? = inconclusive; / = not tested or not shown; [ ] = remark or other dose. Unless noted, the call rests on the fitted dose curve; in most records, active means well fitted curve in the direction sought with a large enough effect; inconclusive means small, poorly fitted or top-dose-only effect, or another doubt; inactive means no such curve, though single readings can be large; an effect the other way counts as inactive or inconclusive. Not all compounds are listed. The share of hits here may be higher or lower than overall.
SMILES,Casp1 inh,Luciferase inh,Fluorescein autfl,Rhodamine autofl,Tau filament bind,ERK AVP inh,A350 fluor,4-MU autofl,HEK293 cAMP ctrl,Casp7 inh,Texas Red fluor
CC(C)CN1CCCC2(CCN(C(=O)c3cc(C(F)(F)F)cc(C(F)(F)F)c3)CC2)C1,-3%,2%[11.4 µM],i,i,16%,0%,i,i,?,-2%,i
O=C(Cn1[nH]c(=O)c2ccccc2c1=O)NC1CCN(Cc2ccccc2)CC1,0%,-6%,?,i,0%,4%,i,i,8%,2%,?
Nc1nc(Cn2nnc(-c3ccccc3Cl)n2)nc(N2CCOCC2)n1,1%,0%,i,i,10%,-8%,i,i,-1%,0%,i
COC(=O)[C@@H]1CC[C@H](C)[C@@H](c2ccc(C)cc2)N1C(=O)c1ccc(/C=N\OC[C@@H](C)[C@H](OCc2ccccc2)C(C)C)cc1,2%[11.5 µM],0%[11.4 µM],/,/,/,9%[11.5 µM],/,/,5%[11.4 µM],1%[11.5 µM],/
COC(=O)c1[nH]c2ccccc2c1NC(=O)Oc1ccccc1,-3%,-5%,i,i,-18%,-1%,2.2e-08M*,1.5e-08M*,-14%,-4%,?
CCCC(=O)Nc1nc2ccc(OCC)cc2s1,3%,13µM*,/,/,-10%,/,/,/,-4%,-5%,/
CC(C)CC(=O)Nc1ccc(OCC(=O)O)cc1,-1%,-2%,/,/,14%,?,/,/,-2%,0%,/
CCOC(=O)c1ccccc1NC1OC(=O)c2ccccc21 (stereo not given),1%,1%,i,i,-9%,-13%,6.7e-08M*,7.8e-08M*,4%,0%,i
CCn1c(-c2ccc(F)cc2)n[nH]c1=S,0%,2%,i,i,2%,-26%,i,i,?,-2%,?
COC(=O)c1sc(NC(=O)COc2ccccc2OC)nc1C,2%,-3%,/,/,i,?,/,/,?,1%,/

# Records listed so far marked active in A350 fluor.
Molecule | Casp1 inh | Luciferase inh | Tau filament bind | A350 fluor | 4-MU autofl | Casp7 inh | Texas Red fluor
COC(=O)c1[nH]c2ccccc2c1NC(=O)Oc1ccccc1 | -3% | -5% | -18% | 2.2e-08M* | 1.5e-08M* | -4% | ?
CCOC(=O)c1ccccc1NC1OC(=O)c2ccccc21 (stereo not given) | 1% | 1% | -9% | 6.7e-08M* | 7.8e-08M* | 0% | i

# (list continues)
SMILES,Casp1 inh,Luciferase inh,Fluorescein autfl,Rhodamine autofl,Tau filament bind,ERK AVP inh,A350 fluor,4-MU autofl,HEK293 cAMP ctrl,Casp7 inh,Texas Red fluor
CCOC(=O)C1CCCN(C(=O)c2ccc(CNc3c(N4CCC(C)CC4)c(=O)c3=O)cc2)C1 (stereo not given),-1%,1%,/,/,-5%,-1%,/,/,-5%,-2%,/
CCOC(=O)c1[nH]c2ccc(OC)cc2c1NC(=O)OC,-2%,2%,i,i,-2%,6%,3.8e-08M*,4.5e-08M*,13%,1%,i
CCc1ccc(Nc2nc(N)nc(CSc3nnnn3-c3ccccc3)n2)cc1,2%,0%,?,i,206%,-6%,i,i,20%,0%,?
O=c1c(CCc2ccccc2)nc2cnc(N3CCOCC3)nc2n1C[C@H]1CCCO1,-13%,2%[11.4 µM],i,i,10%,-11%,3e-08M*,2.5e-08M*,9%,-22%,i
COc1ccccc1N1CCN(C(=O)CCNS(=O)(=O)c2ccc(Br)s2)CC1,2%,2%,i,i,1%,?,i,i,9%,-4%,?
O=C(O)CN(CCOCCOCCN(CC(=O)O)CC(=O)O)CC(=O)O,0%,2%,i,i,-7%,8%,i,i,15%,0%,?
CC(=O)NC(Cc1cnc[nH]1)C(=O)O (stereo not given),1%,-1%,/,/,3%[11.4 µM],-3%,/,/,6%[11.4 µM],3%,/
COC(=O)C(C)Oc1ccc(=O)[nH]n1 (stereo not given),1%,2%,?,i,-10%,2%,i,i,16%,-1%,i
CCCOc1ccc(C2(C(=O)O)CCCC2)cc1,3%,1%,?,i,-14%,2%,?,?,?,0%,i
C/C(=C\c1ccco1)C1C(C#N)=C(N)OC2=C1C(=O)CC(C)(C)C2 (stereo not given),-5%,2%,i,i,28%,2%,2.3e-08M*,1.8e-08M*,?,-3%,?
O=C(CCN1C(=O)C2C3C=CC(C3)C2C1=O)N1CCN(c2ccc(F)cc2)CC1 (stereo not given),1%,-1%,i,i,-7%,14%,i,i,3%[2.29 µM],-2%,i
CCOc1cccc(NC(=O)C(Cc2cccs2)c2nn[nH]n2)c1 (stereo not given),-2%,2%,i,i,2%,1%,i,i,11%,-2%,?
COc1ccc(CNC(=O)C2CCCN(S(=O)(=O)c3c(C)nn(C)c3C)C2)cc1 (stereo not given),-2%,0%,/,/,-2%,10%,/,/,-4%,-2%,/
Cc1cn2c(-c3ccncc3)nnc2s1,/,-1%[25.5 µM],i,i,/,/,i,i,/,/,i
O=C(CCc1nc(-c2ccccc2F)no1)NC1CCN(Cc2ccccc2)CC1,1%,0%,?,i,2%,18%,i,i,13%,-1%,i
Nc1nc(CN2CCN(c3ccccn3)CC2)nc(Nc2ccc(F)cc2)n1,-2%,3%,?,i,-1%,?,i,i,12%,-3%,i
CCOc1ccc(C(N)=O)cc1OC,4%,2%,?,i,-7%,?,i,i,3%,3%,?
COc1ccc(N2CCN(CCCNS(=O)(=O)c3ccc4c(c3)oc(=O)n4C)CC2)cc1,0%,2%,/,/,-27%,?,/,/,?,-1%,/
c1cncc(-c2nc3ccccn3c2Nc2ccc3c(c2)OCCO3)c1,0%,-11%,/,/,-10%,?,/,/,?,1%,/
CC1CCCCN1C(=O)CSc1ccc(-c2ccc(F)cc2)nn1 (stereo not given),3%,-8%,i,i,-1%,-18%,i,i,-6%,-4%,?
CCOc1ccc(-c2nnc3sc(COc4ccc(Cl)cc4)nn23)cc1,-3%,-2%,i,i,25%,-5%,i,i,25µM*,-1%,i
N#CCSc1nc2scc(-c3cccs3)c2c(=O)n1CCc1ccccc1,-4%,2%,i,i,79%,22%,i,i,6%,-6%,?
Cc1ccc(CC2SC(=O)NC2=O)cc1Cl (stereo not given),-3%,-1%,i,i,11%,-25%,i,i,14%,3%,i
CCOCCCNC(=O)C(NC(=O)c1cnccn1)c1ccc(OC)cc1 (stereo not given),-2%,2%,?,i,4%,-4%,i,i,2%,-2%,i
CN1CC(=O)N(CC(=O)Nc2ccc(N(C)C)cc2)c2ccccc2C1=O,-1%,-2%,i,i,-21%,-4%,i,i,1%,0%,i
CCOC(=O)C1CCCN(C(=O)c2cc3c(-c4cccc(OC)c4)nn(C)c3s2)C1 (stereo not given),-2%,0%,i,i,22%,11%,i,i,16%,-2%,?
O=C(CCCCn1c(=O)c2ccccc2n(CC(=O)NC2CCCC2)c1=O)NCc1ccco1,0%,-1%,i,i,6%,4%,i,i,29%,-1%,?
COc1ccc(S(=O)(=O)N(CC(=O)N2CCN(c3ccccc3OC)CC2)c2ccccc2)cc1,-3%,0%,/,/,-8%,?,/,/,4%,-1%,/
Brc1cccc(-c2nc(-c3ccncc3)no2)c1,-1%,-18%,/,/,30%[11.4 µM],6%,/,/,4%[11.4 µM],0%,/
NC[C@@H]1O[C@@H](O[C@H]2[C@@H](O)[C@H](O[C@@H]3[C@H](O)[C@H](N)C[C@H](N)[C@H]3O[C@@H]3O[C@@H](CO)[C@H](O)[C@H](O)[C@@H]3N)O[C@H]2CO)[C@H](N)[C@H](O)[C@@H]1O,-3%,2%,i,i,-7%,3%,i,i,-4%,2%,?
CNc1oc(-c2cccs2)nc1C#N,/,-2%[25.5 µM],?,i,/,/,2.6e-06M*,2.2e-06M*,/,/,i
Cc1ccc(-c2csc3n[nH]c(=S)n23)cc1,2%,0%,i,i,7%,8%,i,i,-3%,-3%,?
CC(C)CCn1nc(C(=O)OC(C)C(=O)NC(N)=O)c2ccccc2c1=O (stereo not given),2%,1%,i,i,-14%,5%,i,i,9%,0%,i
CCN(CC)S(=O)(=O)c1ccc(F)cc1,0%,0%,i,i,6%,16%,i,i,6%,0%,i
CCS(=O)(=O)NCCc1csc(-c2cccnc2)n1,0%,0%,/,/,-13%,/,/,/,0%,1%,/
CCOC(=O)C1CCN(Cc2ccc(O)c(OC)c2)CC1,0%,2%,/,/,3%[11.4 µM],20%,/,/,8%[11.4 µM],1%,/
CCOC(=O)CSc1nc2ccccc2c(=O)n1CC1CCCO1 (stereo not given),0%,2%,i,i,-8%,18%,i,i,16µM*,0%,i
CC(C)CN1C(=O)NC(NC(=O)c2cccnc2)(C(F)(F)F)C1=O (stereo not given),/,0%[25.5 µM],i,i,/,/,?,i,/,/,?
Cc1c(C(=O)OC(C)C)[nH]c2c1C(=O)CC(C)(C)C2,-3%,-1%,?,i,5%,?,i,i,11%,0%,i
CCOC(=O)N1CCN(c2nc(SC)nc3sc4c(c23)CC(C)(C)OC4)CC1,-1%,-2%,i,i,16µM*,-23%,i,i,1%,-2%,i
O=C(O)CCC(=O)N1CCc2cc(S(=O)(=O)N3CCCCC3)ccc21,1%,2%,i,i,11%,17%,i,i,-2%,-2%,i
COC(=O)c1ccc(Cn2cnc3c(cnn3-c3ccc(F)cc3)c2=O)o1,2%,-11%,i,i,-1%,-13%,i,i,?,-2%,?
COc1ccc(OCC(=O)N2CCN(C(=O)c3cccs3)CC2)cc1,-2%,1%,i,i,6%,-13%,i,i,9%,0%,i
